pAkt inh: HTS Assay for Inhibitors of Akt Phophorylation: Primary Screen; Neuro2A IGF-stimulated pAkt S473 HTRF, 20 min; stronger effect = lower value; activity change, % for hits at 50 µM; 0.32% of 360,000 active; AID 651550, 2012; in the data active = activity change below about -80%; inconclusive = mostly about -51% to -80%; also: % is scaled to controls: 0 for no effect and ±100 for the full control effect
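Neuro2A cells (4,500/well, DMEM with 0.5% FBS) were treated with compound at a single 50 µM final concentration, stimulated with 6 nM IGF for 20 min at 37 °C, and lysed. Phospho-Akt Ser473 was read by HTRF as 665/615 ratio ×10^4.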
HepG2 viability: qHTS for Inhibitors of TGF-b: Cytotox Counterscreen; 0.76% of 410,000 active; Potency, µM (series often up to 46.1 µM), for the others: at the top dose activity change, negative = cytotoxicity, most hits filed as cytotoxic; HepG2 CAGA-GFP viability, ATP luminescence, 18 h; also: potency is read from the fitted curve at half-maximal effect; some results filed as inactive show a strong effect at the top dose
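HepG2 CAGA-GFP cells (1000/well, DMEM with 1% FBS) received compound, then TGF-beta at 500 pg/mL final, and were incubated 18 hours at 37 degrees C. Viability was read by CellTiter-Glo luminescence. Media-only wells were set as complete cell-killing and DMSO as no toxicity.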
Nrf2 inh: Nrf2 qHTS screen for inhibitors. 2.1% of 360,000 active. Potency, µM (highest dose often 46 µM), without a hit: at the highest dose activity change, negative = inhibition, hits mostly inhibitors. A549 ARE-Fluc reporter, luciferase luminescence, 18-24 h; also: potency is read from the fitted curve at half-maximal effect; % is scaled to controls: 0 for no effect and ±100 for the full control effect; nearly all actives have a fitted effect of over 60% in size
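In this cell-based qHTS, ARE-driven firefly luciferase in A549 cells reports Nrf2 activity; the luminescent signal after BugLite lysis is the measured value, with a prior CellTiter-Fluor read for cell health.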
A549 tox: Nrf2 qHTS screen for inhibitors: counterscreen for cytotoxicity | A549 ARE-Fluc cells, CellTiter-Fluor viability, 18-24 h | Potency, µM (top dose mostly 46 µM), inactives show at the highest dose activity change, negative = cytotoxicity, hits mostly inhibitors | 0.16% of 390,000 active | AID 504648, 2011; also: potency is read from the fitted curve at half-maximal effect; % is scaled to controls: 0 for no effect and ±100 for the full control effect
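A549 ARE-Fluc cells in 5% FBS OPTI-MEM, 5000 cells/well, rested 2 h then exposed to compounds in concentration-response for 18-24 h at 37 °C. Viability by CellTiter-Fluor fluorescence (Ex 405/Em 525) after 30 min; luciferase luminescence (BugLite, 15 min, RT) read afterwards.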
TGFb inhibitor: qHTS for Inhibitors of TGF-b | 1.2% of 410,000 active | AID 588855, 2011 | Potency, µM (doses to about 46.1 µM), for the others: at the top dose activity, negative = inhibition, hits mostly inhibitors | HepG2 CAGA-GFP TGF-b/SMAD3 reporter, GFP fluorescence, 18 h; TGF-beta stimulated, 500 pg/mL final; also: potency is read from the fitted curve at half-maximal effect; % is scaled to controls: 0 for no effect and ±100 for the full control effect; nearly all actives have a fitted effect of over 65% in size
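Per well, imaged GFP fluorescence of HEPG2 CAGA-GFP cells gives the signal; cells get compound, then TGF-beta (500 pg/mL final), 18 h at 37 degrees C; %Activity versus -TGF-beta and +DMSO controls.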
CCT chaperon mod: High-Throughput Screening for Modulators of Cytosolic Chaperonin Activity; purified chaperonin ATPase assay, HTRF ADP detection, 30 min; activity change, % (concentration not given with the values), hits read low; 0.3% of 360,000 active; AID 651819, 2012; in the data active = activity change below about -30%; also: % is scaled to controls: 0 for no effect and ±100 for the full control effect
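Enzyme 40 or 20 nM (batch-dependent) in Tris pH 7.4/KCl/MgCl2/DTT; cpd 76 uM single point; ATP 10 uM; 30 min 37 °C; Transcreener ADP HTRF detection, 30 min RT; ratio 665/615.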
Abeta rescue: qHTS for compounds that reverse cellular toxicity of Amyloid beta (A-beta) peptide in yeast: Primary Screen; 0.063% of 410,000 active; Potency, µM (top dose mostly 46.1 µM), without a hit: at the highest dose growth rescue, hits mostly activators; yeast expressing A-beta42, growth rescue, OD600, 48 h; response scale: 0% DMSO, 100% iron-clioquinol control; also: potency is read from the fitted curve at half-maximal effect; nearly all actives have a fitted effect of over 55% in size
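Yeast growth medium received pinned compounds, then yeast cells expressing toxic A-beta were added; plates incubated at 30 C for 48 hr. Growth read as absorbance at 600 nm, normalized to DMSO and equimolar FeCl3 plus clioquinol controls.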
Mm-Cpn inhibitor: Inhibitors of TCP-1 ring complex (TRiC) of Methanococcus maripaludis (MmCpn): qHTS. purified Mm-Cpn ATPase, ADP Transcreener TR-FRET. Potency, µM (top dose mostly 76.9 µM), for the others: at the top dose activity, negative = inhibition, actives largely listed as inhibitors. 0.031% of 330,000 active. Chaperonin Mm-Cpn (Methanococcus maripaludis). AID 504842, 2011; also: potency is read from the fitted curve at half-maximal effect; % is scaled to controls: 0 for no effect and ±100 for the full control effect; nearly all actives have a fitted effect of over 80% in size
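25 nM Mm-CPN + cpd, 10 min 37°C; + 10 uM ATP, 30 min 37°C; buffer 30 mM Tris pH 7.4, 100 mM KCl, 5 mM MgCl2, 1 mM DTT; Transcreener ADP HTRF detection 30 min RT.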
Nrf2 ARE act: qHTS of Nrf2 Activators. AREc32 ARE-luciferase reporter (MCF7-derived line), luminescence, 24 h. Potency, µM (titrated, usually from 46.1 µM), for the others: top-dose activation, usual class: activators. AID 624171, 2012. 0.31% of 410,000 active; also: potency is read from the fitted curve at half-maximal effect; % of control where 0% means no effect; nearly all actives have a fitted effect of over 65% in size
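Steps: seed AREc32_Fluc cells (1000/well, 5% FBS OPTI-MEM); incubate overnight at 37 deg C; add 23 nL compound; incubate 24 hr; add Steady-Glo; hold 30 min RT; read luminescence.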
Starred values were filed as active, the others as inactive; i = inactive; u = inconclusive; x = no result given; [ ] = remark or other dose. Unless noted, calls follow the shape of the dose curve; as a rule, active = well fitted curve in the direction sought with a large enough effect; inconclusive = small, poorly fitted or top-dose-only effect, or another doubt; inactive = no such curve, though single readings can be large; an effect the other way counts as inactive or inconclusive. Rows are unselected. About 4.3% of those tested had a hit in this group.

no. | canonical_smiles | pAkt inh | HepG2 viability | Nrf2 inh | A549 tox | TGFb inhibitor
1 | CCC(Oc1ccc(F)cc1)C(=O)Nc1c(C(=O)c2ccc(C)cc2)oc2ccccc12 (stereo not given) | x | -6% | 5% | -1% | 2%
2 | OCC(O)C1OC(Nc2ccc(Cl)cc2)C(O)C1O (stereo not given) | i | 22% | 10% | -3% | 26%
3 | COC(=O)C1=C(C)NC(C)=C(C(=O)OC)C1c1cc2cc(C)ccc2[nH]c1=O | i | 0% | 1% | -2% | u
4 | O=c1c(Cl)c(N2CCCCC2)cnn1-c1nc2ccccc2[nH]1 | i | -41% | 16µM* | -1% | -1%
5 | COc1ccc(-c2nc(CN3CCC(C(=O)NC4CC4)CC3)c(C)o2)cc1OC | i | -1% | 10% | 0% | 2%
6 | O=C(CNC(=O)c1ccco1)N/N=C/c1ccc(C(=O)O)cc1 | i | -14% | 0% | 2% | -5%
7 | OC(c1cccc(CN2CCCCC2)c1)c1ncc(-c2cccc3ccccc23)[nH]1 (stereo not given) | i | -58% | x | x | -14%
8 | O=C(O)c1cc(O)ccc1NC(=O)C(c1ccccc1)c1ccccc1 | i | 3% | 0% | 2% | 21%
9 | O=C(c1cccc(C(F)(F)F)c1)N1CCN(S(=O)(=O)c2ccc(Cl)s2)CC1 | i | 17% | -4% | -5% | u
10 | Cc1ccc2c(c1)c1c3n2CCN(CCC#N)C3CCC1 (stereo not given) | i | -34% | x | x | -1%

no. | CCT chaperon mod | Abeta rescue | Mm-Cpn inhibitor | Nrf2 ARE act
1 | x | 1% | x | -1.6%
2 | -0.9 | 3% | 2% | 0.3%
3 | -2.4 | -3% | -1% | -0.1%
4 | -3.5 | -49%[inhibitor] | 0% | -1.6%
5 | 1.6 | 6% | -4% | -0.5%
6 | 0.0 | 2% | -5% | -0.8%
7 | -2.6 | 8% | x | 6.9%
8 | -1.2 | -1% | -2% | -0.8%
9 | -3.8 | -3% | 2% | 0.1%
10 | 1.2 | 3% | x | 0.5%

Complete entries, quoted from the list:
O=C(c1cccc(C(F)(F)F)c1)N1CCN(S(=O)(=O)c2ccc(Cl)s2)CC1 is entered as pAkt inh: i; HepG2 viability: 17%; Nrf2 inh: -4%; A549 tox: -5%; TGFb inhibitor: u; CCT chaperon mod: -3.8; Abeta rescue: -3%; Mm-Cpn inhibitor: 2%; Nrf2 ARE act: 0.1%
COc1ccc(-c2nc(CN3CCC(C(=O)NC4CC4)CC3)c(C)o2)cc1OC is entered as pAkt inh: i; HepG2 viability: -1%; Nrf2 inh: 10%; A549 tox: 0%; TGFb inhibitor: 2%; CCT chaperon mod: 1.6; Abeta rescue: 6%; Mm-Cpn inhibitor: -4%; Nrf2 ARE act: -0.5%

(more compounds)
no. | canonical_smiles | pAkt inh | HepG2 viability | Nrf2 inh | A549 tox | TGFb inhibitor
11 | CC1C(=NO)C(C)C(c2ccccc2)NC1c1ccccc1 (stereo not given) | i | -11% | u | -5% | -22%
12 | O=C1CS/C(=N/N=C/c2ccc(OS(=O)(=O)c3ccccc3)cc2)N1 | i | -20% | -14% | -2% | 0%
13 | Cc1cc(NC(=O)Nc2nnc(N(C)Cc3ccccc3)s2)ccc1Br | x | -28% | 1% | 8% | 121%[activator]
14 | Cc1cccc(NC(=O)COC(=O)CN2C(=O)c3ccccc3C2=O)c1 | i | -1% | x | x | -2%
15 | COC(=O)c1ccc(S(=O)(=O)NCc2ccco2)n1C | i | 2% | 9% | -1% | -2%
16 | CSc1ccccc1C(=O)Nc1ncn[nH]1 | i | -2% | 17% | 1% | 4%
17 | CCc1ccccc1N1C(=O)N(C)c2ccccc2S1(=O)=O | x | -3% | x | -8% | u
18 | O=C(NC1CCCC1)C(c1cccnc1)N(Cc1ccc(F)cc1)C(=O)c1csnn1 (stereo not given) | i | -8% | 2% | 0% | -23%
19 | Cc1ccc2c(c1)N(C(=O)CCC(=O)NCCN1CCOCC1)CCO2 | i | -4% | 12% | 2% | -2%
20 | Cc1ccc(NC(=O)CSc2nnc3c(n2)[nH]c2ccccc23)cc1 | i | 5% | -2% | 2% | -6%

no. | CCT chaperon mod | Abeta rescue | Mm-Cpn inhibitor | Nrf2 ARE act
11 | -0.1 | -4% | 0% | -0.1%
12 | 0.8 | 1% | -5% | 2.0%
13 | x | -20% | x | -0.3%
14 | 2.9 | 7% | x | 0.1%
15 | 1.0 | -8% | 4% | 0.0%
16 | 0.7 | -15% | 0% | -0.6%
17 | x | 19% | x | -0.8%
18 | 0.1 | 11% | 0% | -0.5%
19 | 1.0 | -10% | -19% | -0.7%
20 | -0.1 | 12% | 2% | 0.4%

New compounds follow.
no. | canonical_smiles | pAkt inh | HepG2 viability | Nrf2 inh | A549 tox | TGFb inhibitor
21 | CC(=O)c1ccc(NC(=S)N2CCN(C(=S)Nc3ccc(C(C)=O)cc3)C(C)C2)cc1 (stereo not given) | i | -10% | -9% | 2% | 9%
22 | O=C(COc1cc(F)ccc1[N+](=O)[O-])NCCN1C(=O)CSC1=O | i | 3% | -8% | -14% | 2%
23 | COC(=O)C1=C(C)N(Cc2ccccc2)C(=O)N[C@H]1c1cccc(C(F)(F)F)c1 | i | -8% | u | 4% | u
24 | CC(C)(C)OC(=O)NCCCC[C@H](NC(=O)c1[nH]cnc1C(=O)Nc1ccc(CNC(=O)OC(C)(C)C)cc1)C(=O)OC(C)(C)C | i | -4% | u | 0% | -25%
25 | COc1ccccc1CNC(=O)C1CCCN(S(=O)(=O)c2ccc3c(c2)oc(=O)n3C)C1 (stereo not given) | x | -6% | 14% | 1% | -3%
26 | CCN(CC)CCCNC(=O)c1cn(CC)c2ccc(S(=O)(=O)N3CCC(C)CC3)cc2c1=O | x | -7% | u | u | u
27 | COc1cccc(N(CC(=O)NCc2cccnc2)S(C)(=O)=O)c1 | i | 0% | u | 0% | 4%
28 | Cc1cc(C)c(C#N)c(SCC(=O)Nc2ccccc2C#N)n1 | x | -2% | x | 10% | 14%
29 | CSc1ccc(/C=C(\C(=O)O)c2ccc(S(=O)(=O)N3CCCCC3)s2)cc1 | i | 17% | u | 17% | 5%
30 | COc1ccc2c(c1)OC[C@H]1[C@H]2N2C(=O)CN(C)C(=O)[C@@]2(C)[C@H]1c1ccccc1 | i | -3% | 28% | 8% | 7%

no. | CCT chaperon mod | Abeta rescue | Mm-Cpn inhibitor | Nrf2 ARE act
21 | -3.3 | -18% | 0% | 0.5%
22 | -1.7 | 3% | -11% | -0.5%
23 | -1.1 | -18% | -1% | 5.0%
24 | -0.5 | -12% | 1% | 0.5%
25 | x | -12% | x | 2.8%
26 | x | -4% | x | 0.1%
27 | -3.3 | 3% | -2% | -0.5%
28 | x | -8% | x | 0.0%
29 | 1.9 | -23% | 0% | 0.3%
30 | 0.1 | -2% | 4% | -0.2%

Next compounds.
no. | canonical_smiles | pAkt inh | HepG2 viability | Nrf2 inh | A549 tox | TGFb inhibitor
31 | COCCNC(=S)N(CCc1c(C)[nH]c2ccccc12)Cc1cccnc1 | i | -20% | -8% | -11% | 3%
32 | CCOC(=O)CCCCN(Cc1ccccc1F)S(=O)(=O)c1ccc(F)c(C(=O)Nc2cc(Cl)cc(Cl)c2)c1 | x | -11% | x | -2% | -12%
33 | Cc1ccc2nc(SCC(=O)NC3CCS(=O)(=O)C3)[nH]c2c1 (stereo not given) | i | -8% | -10% | -8% | -3%
34 | COc1ccc(N=C2SC(C(=O)Nc3ccc(C(=O)O)cc3)CC(=O)N2Cc2cccs2)cc1 (stereo not given) | i | 3% | -21% | -2% | 9%
35 | O=C(Nc1ccc(NC(=S)NC(=O)c2cccs2)cc1)c1ccco1 | i | -23% | -14% | -1% | -25%
36 | COc1cc(-c2cc3nc(NCc4ccco4)ccn3n2)cc(OC)c1OC | i | -5% | x | x | 18%
37 | CCOC(=O)c1c(C)[nH]c(C)c1S(=O)(=O)N(C)CC(=O)Nc1ccc(C)cn1 | i | -3% | 3% | 0% | 9%
38 | O=C(CNC(=O)c1ccccc1Br)NCCSc1ccc(Br)cc1 | i | 0% | 10% | -4% | -7%
39 | COc1ccc(-c2noc(N3CCCC(C(=O)Nc4cc(F)ccc4F)C3)n2)cc1 (stereo not given) | i | -14% | 10% | -1% | -4%
40 | COc1ccc(OC)c(C(=O)COC(=O)c2[nH]c(C)c(C(C)=O)c2C)c1 | i | 0% | -14% | 0% | 39%[activator]
41 | Cc1ccc(-n2c(SCC(=O)NCc3ccccc3)nc3c([nH]c4ccccc43)c2=O)cc1 | x | -22% | -11%[9.27 µM] | 2% | -22%
42 | O=C1CC(C(=O)Nc2ccccc2)C2(CCCCC2)O1 (stereo not given) | i | 2% | -4% | -5% | 0%

no. | CCT chaperon mod | Abeta rescue | Mm-Cpn inhibitor | Nrf2 ARE act
31 | -1.3 | -7% | 1% | -0.3%
32 | x | -7% | x | 0.0%
33 | 2.0 | -10% | -1% | -0.8%
34 | -6.3 | -2% | 1% | -0.2%
35 | -3.2 | 0% | 1% | -0.4%
36 | -3.7 | 3% | x | 5.4%[9.22 µM]
37 | 0.4 | 2% | 0% | -2.1%
38 | 2.4 | 7% | 1% | -0.5%
39 | -1.2 | -5% | -3% | -0.3%
40 | 1.1 | 9% | -3% | -0.7%
41 | x | -7% | x | -0.1%
42 | 2.5 | -8% | 0% | -0.2%

From PubChem
